Screens from PubChem.
NOD1 NF-kB reporter = inhibition of NOD1-driven NF-kB reporter – cell-based, luminescence, uHTS, primary screen (AID 1578) | NOD1-driven NF-kB luciferase reporter cells, luminescence; higher % means a stronger effect | inhibition, % at 4 µM, or EC50 in µM where a hit was titrated | 290,000 compounds, 1% hits; in the data active means inhibition mostly above about 36%, no sharp cut-off; inactive means mostly below about 34%;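 further: HEK-293T reporter cells stimulated with the NOD1 agonist gamma-tri-DAP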
GPR55 beta-arrestin = GPR55 agonists via beta-arrestin recruitment, primary screen, imaging, U2OS cells, beta-arrestin-GFP redistribution (AID 1961); 290,000 compounds, 0.048% hits; U2OS GPR55 beta-arrestin-GFP redistribution imaging; higher % means a stronger effect; one-dose activation, % at 10 µM; EC50 in µM for titrated hits;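 active means activation above 40% with more than 50 cells counted in the well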;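 further: U2OS osteosarcoma cells stably expressing GPR55 and beta-arrestin-GFP; plate controls were DMSO negative control for no effect and LPI positive control for full effect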
P. falciparum M1AAP = P. falciparum M1AAP inhibitors, biochemical, fluorogenic H-Leu-NHMec substrate, 1536-well (AID 1445); 220,000 compounds, 0.42% hits; recombinant M1AAP, H-Leu-NHMec fluorogenic kinetic assay; higher % means a stronger effect; inhibition, % at 30 µM, or IC50 in µM where a hit was titrated;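 active means primary inhibition above the hit cutoff, then over 50% inhibition at one or more dose response concentrations, cut at about 23% in these data, passing the limit was not always enough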;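 further: plate controls were DMSO full reaction for no effect and no enzyme background for full effect; strong numbers were not always called active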
AID2073 = disruptors of CaV2.2 binding to Mint1 – biochemical, HTRF (AID 2073) | 290,000 compounds, 0.19% hits | HTRF protein-protein interaction, Mint1-CaV2.2; higher % means a stronger effect | one-dose inhibition, % at 20 µM; IC50 in µM for titrated hits; in the data active means inhibition mostly above about 51%, no sharp cut-off; further: some results filed as inactive read as strong as hits
HEK293 NOD2/NF-kB = inhibition of NOD2-driven NF-kB reporter – cell-based, luminescence, uHTS, HEK293 (AID 1566) | HEK293 NOD2/NF-kB luciferase reporter, luminescence; higher % means a stronger effect | one-dose inhibition, % at 4 µM; EC50 in µM for titrated hits | 290,000 compounds, 0.63% hits; further: many of its hits are not listed in these tables
Dynein cargo inh = blocks dynein driven cargo transport along microtubules; 3617.4 mouse cells, GR-EGFP nuclear translocation imaging; test concentration mostly 20 µM; stimulated with dexamethasone, 1 µM; active compounds read low; z-score, hits read low; 220,000 compounds, 0.47% hits;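 active means plate z-score of nuclear minus cytoplasmic receptor signal below a set negative limit, without overly bright fluorescence or cell loss, cut at about -3.5 in these data, passing the limit was not always enough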;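 further: z-score of nuclear minus cytoplasmic ring GR-EGFP intensity difference per well; some compounds called inactive have numbers as strong as hits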
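Also added: dexamethasone, 1.0 µM final. Medium: tet-free, stripped-serum medium. Detection: fixed, Hoechst-stained cells imaged at 10x for EGFP. Read-out: nuclear-to-cytoplasmic GR-EGFP distribution per well. Times: induction 48 h, compound 1 h, agonist 30 min.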
KOR beta-arrestin-1 = kappa opioid receptor blockers – cell-based, luminescence, uHTS (AID 1778). KOR beta-arrestin recruitment, luminescence, antagonist mode; higher % means a stronger effect. inhibition, % at 10 µM, or IC50 in µM where a hit was titrated. 290,000 compounds, 0.091% hits; further: strong numbers were not always called active
M17LAP inhibition = P. falciparum M17LAP inhibitors, primary screen, biochemical, fluorogenic H-Leu-NHMec substrate, 1536-well (AID 1619). recombinant M17LAP, H-Leu-NHMec fluorogenic kinetic assay; higher % means a stronger effect. 220,000 compounds, 0.38% hits. inhibition, % at 30 µM, or IC50 in µM where a hit was titrated;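 active means compound inhibiting the enzyme by more than half at any dose during confirmatory dose-response retesting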;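 further: plate controls were full reaction with DMSO carrier for no effect and no enzyme background for full effect; strong numbers were not always called active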
KOR beta-arrestin-2 = kappa opioid receptor activators – cell-based, luminescence, uHTS, primary screen (AID 1777) | KOR beta-arrestin recruitment, luminescence; higher % means a stronger effect | activation, % at 10 µM, or EC50 in µM where a hit was titrated | 280,000 compounds, 0.02% hits; in the data active means activation above about 50%, passing the limit was not always enough; further: a part of the inactive calls stands beside numbers as strong as those of hits
Dynein cargo inh cytoplasmic EGFP = second read-out of Dynein cargo inh, no call of its own (marks repeat the call); z-score; measured here: cytoplasmic GR-EGFP intensity; active compounds read high
Dynein cargo inh nuclear GR-EGFP = second read-out of Dynein cargo inh, no call of its own (marks repeat the call); z-score; measured here: nuclear GR-EGFP intensity;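 lower value marks the stronger effect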
Dynein cargo inh cell count = further read-out of Dynein cargo inh, marked with its call; z-score; measured here: cell count per field
* hit, by the source's call; . = no result given; [ ] = another dose, or the depositor's remark. Unless noted, no stated cut-off is given here; in the data, active means inhibition above about 50%; inactive means the rest. Only part of the results is shown; count on the stated rates, not on these rows.

SMILES	NOD1 NF-kB reporter	GPR55 beta-arrestin	P. falciparum M1AAP	AID2073	HEK293 NOD2/NF-kB	Dynein cargo inh	Dynein cargo inh cytoplasmic EGFP	Dynein cargo inh nuclear GR-EGFP	Dynein cargo inh cell count	KOR beta-arrestin-1	M17LAP inhibition	KOR beta-arrestin-2
O=C(Oc1c(CN2CCOCC2)cc(Cl)c2cccnc12)c1ccc(F)cc1	-4%	0.2%	5%	12%	38%	-0.29	-0.21	0.14	-0.11	0%	2%	0.1%
COc1ccc2[nH]c3c(=O)n(CCc4ccccc4)cnc3c2c1	-9%	-0.1%	4%	10%	-4%	-0.61	-0.28	-0.3	0.91	25%	5%	4.1%
CC(=O)Nc1ccc(C2Nc3ccccc3C(=O)N2C2CCCCC2)cc1 (stereo not drawn)	9%	-0.2%	3%	12%	8%	-0.54	0.83	-0.053	0.55	41%	-61%	-0.6%
Cc1nc2ccc(Cl)cn2c1C(=O)NN	-36%	-0.1%	6%	23%	10%	1.4	-0.021	1.6	-1.9	4%	18%	-3.1%
COc1ccc(-c2cn3nc(SCC(=O)NC4CCCCC4)ccc3n2)cc1	-72%	-0.3%	.	11%	-141%	.	.	.	.	-10%	.	1.3%
CCCC(=O)N1CC(=O)Nc2ccc(Br)cc2C1c1ccc(F)cc1 (stereo not drawn)	-14%	-0.2%	.	4%	18%	.	.	.	.	27%	.	-5.1%
NS(=O)(=O)c1ccc(N=Nc2c(O)ccc3ccccc23)cc1	-1%	0.2%	7%	64%*	22%	-0.58	-0.33	-0.77	1.1	8%	10%	-0.5%
COc1ccc(C(=O)CCc2ccccc2O)c(OC)c1	-70%	1.8%	.	-2%	-44%	.	.	.	.	4%[20 µM]	.	-5.9%
CNC(=S)N1N=C(c2ccc(C)cc2)CC1c1ccc(N(C)C)cc1 (stereo not drawn)	-26%	-0.6%	11%	4%	-17%	-0.81	-0.21	-0.63	0.85	8%	18%	5.0%
Cc1ccccc1S(=O)(=O)c1c(C)cc(C)n(C)c1=O	-32%	0.1%	4%	5%	2%	0.37	-0.21	-0.15	0.22	-6%	11%	-1.8%
COc1ccc(NC(=O)CSc2nnc(N)n2CC(=O)Nc2ccc(OC)cc2)cc1	-5%	0.6%	-18%	5%	15%	1.1	-0.1	0.6	-1.1	2%	-15%	-1.7%
Cc1ccc(C)c(NC(=O)C2CC(O)CN2C(=O)OCc2ccccc2)c1 (stereo not drawn)	5%	0.0%	16%	45%	1%	0.82	-0.2	0.4	-0.46	16%	-2%	11%
Cc1ccsc1-c1nc(CN2CCCC2c2ccc(F)cc2)c(C)o1 (stereo not drawn)	-52%	-0.2%	2%	11%	-3%	-0.74	-0.19	-0.4	0.21	-11%	-6%	-0.6%
CCOc1cc(NC(=O)c2cnccn2)c(OCC)cc1NC(=O)c1ccc(OC)cc1	-12%	0.2%	.	10%	12%	.	.	.	.	-18%	.	-3.2%
Cc1ccc2c(c1)N(CC(=O)NC1CCCc3ccccc31)C(=O)CO2 (stereo not drawn)	.	0.2%	0%	-3%	1%	1.2	-0.088	1	-1.7	5%	-5%	1.0%
O=C(Nc1nccs1)c1cc(-c2ccco2)nc2ccccc12	-33%	0.0%	16%	57%	9%	-0.32	-0.26	-0.39	-0.15	24%	13%	4.0%
CC(=O)c1csc(CS(=O)(=O)c2ccccn2)n1	2%	-0.2%	3%	1%	11%	0.32	-0.23	0.25	0.093	5%	2%	0.4%
CCOC(=O)c1ccccc1NC(=O)c1cncc(Br)c1	-5%	0.0%	-8%	-2%	16%	-0.38	-0.21	-0.21	0.11	-14%	7%	-1.3%
Cc1ccc(S(=O)(=O)NCCNC(=O)c2ccc(C)nc2)cc1	8%	0.0%	.	16%	-16%	.	.	.	.	-3%	.	-0.6%
COc1ccc(NC(=O)CCCCCN2C(=O)c3cccc([N+](=O)[O-])c3C2=O)c(OC)c1	-18%	-0.3%	.	-8%	-6%	.	.	.	.	-31%[20 µM]	.	1.7%

Another view of part of the listing above.
| Compound | NOD1 NF-kB reporter | GPR55 beta-arrestin | P. falciparum M1AAP | AID2073 | HEK293 NOD2/NF-kB | Dynein cargo inh | Dynein cargo inh cytoplasmic EGFP | Dynein cargo inh nuclear GR-EGFP | Dynein cargo inh cell count | KOR beta-arrestin-1 | M17LAP inhibition | KOR beta-arrestin-2 |
| --- | --- | --- | --- | --- | --- | --- | --- | --- | --- | --- | --- | --- |
| CC(=O)c1csc(CS(=O)(=O)c2ccccn2)n1 | 2% | -0.2% | 3% | 1% | 11% | 0.32 | -0.23 | 0.25 | 0.093 | 5% | 2% | 0.4% |
| CCOC(=O)c1ccccc1NC(=O)c1cncc(Br)c1 | -5% | 0.0% | -8% | -2% | 16% | -0.38 | -0.21 | -0.21 | 0.11 | -14% | 7% | -1.3% |

(list continues)
SMILES	NOD1 NF-kB reporter	GPR55 beta-arrestin	P. falciparum M1AAP	AID2073	HEK293 NOD2/NF-kB	Dynein cargo inh	Dynein cargo inh cytoplasmic EGFP	Dynein cargo inh nuclear GR-EGFP	Dynein cargo inh cell count	KOR beta-arrestin-1	M17LAP inhibition	KOR beta-arrestin-2
COc1ccc(CNC(=O)CN(C(=O)c2csnn2)c2cnc3ccccc3c2)cc1	-36%	0.5%	.	17%	14%	.	.	.	.	-6%	.	2.1%
Cc1cccc(OCc2nnc(SCC(=O)Nc3cc(C)on3)n2C)c1	4%	-0.1%	0%	7%	3%	0.097	-0.23	0.44	0.76	23%	-2%	.
COc1ccc(C(=O)Nc2cnccn2)cc1[N+](=O)[O-]	-29%	0.0%	.	5%	0%	.	.	.	.	-16%	.	2.8%
CC1=NN(c2ccc(Cl)cc2)C(=O)C1C(c1cccc(O)c1)c1c(C)[nH]n(-c2ccc(Cl)cc2)c1=O (stereo not drawn)	1%	-0.4%	7%	0%	-12%	0.13	-0.22	0.094	0.12	-29%	14%	4.7%
CN(C[C@H](Cc1ccccc1)N(C[C@H](c1ccccc1)N(CCc1ccccc1)N=O)N=O)N=O	-33%	-0.1%	5%	4%	-10%	0.68	-0.24	0.75	-0.74	-16%	4%	4.0%
CC(=O)N1c2ccccc2N(Cc2ccc(C)cc2C)C(=O)C1(C)C	4%	-0.1%	5%	-9%	-33%	-1	-0.2	-0.57	0.22	-43%	-5%	4.0%
COc1ccc(CNC(=O)C2CC(C)=C(C)CC2C(=O)O)cc1OC (stereo not drawn)	-7%	-0.1%	.	10%	1%	.	.	.	.	-5%	.	-4.9%
CCOC(=O)c1c(C)c(C(=O)NC(C)COC)c(C)n1CC (stereo not drawn)	-10%	0.5%	0%	-7%	1%	-0.083	-0.24	0.79	-0.22	2%	5%	-4.5%
SC(COCc1ccccc1)CN1CCN(Cc2ccc3c(c2)OCO3)CC1 (stereo not drawn)	-2%	-0.3%	18%	0%	-31%	-0.1	-0.27	-0.21	0.59	-9%	-5%	2.0%
COC(=O)C(Cc1c[nH]c2ccccc12)NC(=O)c1cccs1 (stereo not drawn)	-8%	-0.2%	1%	0%	-13%	0.63	-0.27	0.092	0.3	5%	0%	.
O=C(CNCCc1ccccc1)N1CCc2ccccc2C1	-17%	-0.2%	6%	-8%	4%	-0.58	-0.28	-0.18	0.25	-7%	8%	-0.8%
COCCn1nnnc1C(C(C)C)N1CCN(C(=O)c2ccco2)CC1 (stereo not drawn)	-9%	-0.1%	2%	-8%	6%	0.33	-0.16	0.59	0.7	28%	-4%	6.2%
CCN(CC(=O)Nc1ccc2c(c1)OCO2)S(=O)(=O)c1ccccc1	-27%	-0.2%	.	-12%	2%	.	.	.	.	-13%	.	-2.2%
O=C(OCCC1Oc2cccnc2NC1=O)c1ccc(Cl)cc1 (stereo not drawn)	-29%	-0.2%	-3%	5%	-2%	-1.3	-0.23	-0.1	0.95	-8%	2%	1.1%
CCN=C(Nc1ccc(Cl)cc1)c1cccnc1	-1%	0.2%	3%	2%	8%	-0.59	-0.2	-0.06	0.58	2%	11%	-0.7%
CC(C)CCNC(=O)c1ccc(NC(=O)C2=CSCCO2)cc1	-43%	-0.4%	.	6%	-8%	.	.	.	.	-19%	.	1.7%
CCCc1nc(N2CCOCC2)c2sc(=S)n(-c3ccccc3)c2n1	-28%	0.7%	3%	4%	1%	0.6	-0.18	0.42	-0.21	-31%	12%	11%
C/C(=N\NC(=O)CCCC(=O)O)c1c(-c2ccccc2)c2cc(Cl)ccc2[nH]c1=O	1%	-0.1%	21%	-12%	-38%	1.7	-0.22	0.87	-1.4	37%	40%	6.6%
O=C(Nc1ccc(F)c(F)c1)c1ccc(F)c(S(=O)(=O)N2CCOCC2)c1	14%	-0.1%	7%	1%	18%	0.084	0.0094	0.19	-0.54	16%	-1%	-2.9%
O=C(c1ccc(Br)cc1)N1CCCc2ccccc21	-10%	0.0%	.	5%	-2%	.	.	.	.	23%	.	-2.0%
CCOc1ccc(S(=O)(=O)NNC(=S)Nc2ccc(Br)cc2)cc1	-22%	0.0%	10%	-10%	6%	1.3	-0.12	1.1	-1.8	14%	5%	-0.9%
Nc1nc(Cl)cc(NCCc2ccc(O)cc2)n1	16%	0.0%	3%	18%	6%	0.29	-0.34	0.44	0.56	14%	-1%	-4.2%
O=C(c1ccc2ccccc2c1)C1CCCN(C(=O)CCn2cnnn2)C1 (stereo not drawn)	-22%	-0.2%	3%	-6%	-5%	0.05	-0.3	0.031	0.33	4%[20 µM]	-1%	.
CCOC(=O)C1CCCN(C(=O)COc2ccccc2O)C1 (stereo not drawn)	27%	-0.1%	0%	-3%	8%	-0.93	-0.13	-0.19	0.67	35%	3%	-1.8%
CCCS(=O)(=O)N1CCCC(C(=O)NCCc2ccccc2)C1 (stereo not drawn)	-7%	0.0%	.	-4%	-17%	.	.	.	.	25%	.	-2.6%
